Pf apPOL block: Pf-apPOL DNA polymerase inhibition | Recombinant Pf-apPOL, molecular beacon fluorescence, 1.5 h | inhibition, % at 10 µM | 210,000 compounds, 0.25% hits
mHTT CaM bind: inhibitors of human mutant huntingtin-calmodulin interaction | AlphaScreen His-mHTT/GST-CaM binding, luminescence | inhibition, % at 15 µM | 190,000 compounds, 3.6% hits;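 further: 0% = both proteins with DMSO and 100% = one protein alone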
* = called active by the depositor; nt = no result given; & = joins results of further samples. No stated cut-off is given here; in the data, active means inhibition above about 50%; inactive means the rest.

SMILES	Pf apPOL block	mHTT CaM bind
COc1ccc(CNC(=O)C(=O)NC(C)C)cc1	-4	4
COc1ccc(-n2nc(C(=O)Nc3ccc(Cl)cn3)c3ccccc3c2=O)cc1	-5	5
CCc1onc(C)c1C1CCCN1Cc1ccc(OC(C)C)c(OC)c1 (configuration not stated)	-4	-11
Cc1ccc(C(=O)Nc2cccn3nc(C(C)C)nc23)cc1F	1	4
CC(C)CN1CCN(c2ncccc2C#N)CC1	2	2
O=C(COc1ccc(Br)cc1)Nc1ccc(Cl)cn1	-7	-20
CCn1c(=O)c2ccnn2c2ccc(C(=O)Nc3ccc(F)cc3)cc21	-9	-8
CCOC(=O)c1ccccc1NC(=O)N1CCOc2ccc(C)cc21	-1	-47
C=CCN1N=C(C(=O)N2CCCCC2)S(=O)(=O)c2ccccc21	0	-7
O=C(O)Cn1cnc2ccccc2c1=O	6	0
OC1(C#CC(O)(c2ccccc2)c2ccccc2)CCCC1	-9	0
NC(=NOC(=O)Nc1ccccc1)C1COc2ccccc2O1 (configuration not stated)	-9	nt
CCOc1ccc(NC(=O)N2CCC(c3nc(C(=O)N4CCOCC4)c(C)o3)CC2)cc1	3	-8
COCCNC(=O)CNC(=O)c1nn(-c2ccc(OC)c(OC)c2)c(=O)c2ccccc12	-6	-1
O=C(NCCc1ccccn1)c1cn(S(=O)(=O)c2ccccc2)c2ccccc12	-2	nt
Cc1ccc(C(=O)Nc2nc(C)c(C(=O)N(C)C)s2)o1	0	-3
Cc1ccc(OCCN2CCOCC2)c([N+](=O)[O-])c1	-10	1
COCCn1c(CC2CCN(C(=O)Nc3ccc(F)c(Cl)c3)C2)nc2cccnc21 (configuration not stated)	-2	5
NC(=O)c1nc(-c2ccccc2)nc2c1OCO2	-2	13
O=C(CCCSc1ccc(NC(=O)C2CC2)nn1)Nc1cccnc1	-3	-8
N=C(N)c1ccc(N)cc1	2	nt
Cc1cc2ncn(C(=O)c3ccc(Cl)cc3[N+](=O)[O-])c2cc1C	2	5
O=C(c1cccnc1)N1CCCC(c2nncn2-c2ccccc2)C1 (configuration not stated)	5	-5
O=[N+]([O-])c1ccc(N2CCN(c3ccc([N+](=O)[O-])c4cccnc34)CC2)c(Cl)c1	1	3
CS(=O)(=O)N(CC(=O)NCc1ccco1)c1cc(C(F)(F)F)ccc1Cl	-5	-1

18 structures already listed, ordered by SMILES length, ascending:
SMILES	Pf apPOL block	mHTT CaM bind
N=C(N)c1ccc(N)cc1	2	nt
O=C(O)Cn1cnc2ccccc2c1=O	6	0
CC(C)CN1CCN(c2ncccc2C#N)CC1	2	2
COc1ccc(CNC(=O)C(=O)NC(C)C)cc1	-4	4
O=C(COc1ccc(Br)cc1)Nc1ccc(Cl)cn1	-7	-20
OC1(C#CC(O)(c2ccccc2)c2ccccc2)CCCC1	-9	0
Cc1ccc(OCCN2CCOCC2)c([N+](=O)[O-])c1	-10	1
Cc1ccc(C(=O)Nc2nc(C)c(C(=O)N(C)C)s2)o1	0	-3
CCOC(=O)c1ccccc1NC(=O)N1CCOc2ccc(C)cc21	-1	-47
CCc1onc(C)c1C1CCCN1Cc1ccc(OC(C)C)c(OC)c1 (configuration not stated)	-4	-11
C=CCN1N=C(C(=O)N2CCCCC2)S(=O)(=O)c2ccccc21	0	-7
CCn1c(=O)c2ccnn2c2ccc(C(=O)Nc3ccc(F)cc3)cc21	-9	-8
Cc1cc2ncn(C(=O)c3ccc(Cl)cc3[N+](=O)[O-])c2cc1C	2	5
O=C(NCCc1ccccn1)c1cn(S(=O)(=O)c2ccccc2)c2ccccc12	-2	nt
COc1ccc(-n2nc(C(=O)Nc3ccc(Cl)cn3)c3ccccc3c2=O)cc1	-5	5
COCCn1c(CC2CCN(C(=O)Nc3ccc(F)c(Cl)c3)C2)nc2cccnc21 (configuration not stated)	-2	5
CCOc1ccc(NC(=O)N2CCC(c3nc(C(=O)N4CCOCC4)c(C)o3)CC2)cc1	3	-8
O=[N+]([O-])c1ccc(N2CCN(c3ccc([N+](=O)[O-])c4cccnc34)CC2)c(Cl)c1	1	3

Next part
SMILES	Pf apPOL block	mHTT CaM bind
CCC(C)NC(=O)C1CCCN(S(=O)(=O)N2CCCCCC2)C1 (configuration not stated)	-4	-10
COCCNC(=O)C1COC2(CCCCC2)N1C(=O)c1ccc(F)cc1 (configuration not stated)	0	0
Cc1ccc(-n2nnnc2SCC(=O)N2CCOCC2)c(C)c1	-9&-5	nt
COc1ccc(Br)c(-c2nc(-c3ccc(C(F)(F)F)cn3)no2)c1	-9	nt
CCOc1ccccc1C(=O)N1CCCCC1CCN1CCOCC1 (configuration not stated)	-11	3
O=C(c1cc(-c2ccc3c(c2)OCO3)on1)N1CCCC1c1ccc(Cl)cc1 (configuration not stated)	-1	-1
Cc1cc(C)cc(OCC(O)CN2CC(C)OC(C)C2)c1 (configuration not stated)	-7	-3
O=C1C(=O)N(Cc2ccc(Cl)cc2)c2ccc(S(=O)(=O)N3CCOCC3)cc21	31	92*
CCCNC(=O)c1cccc(C2CCCN(C(=O)NCC)C2)c1 (configuration not stated)	1	-1
Oc1c(C=Nc2ccc(F)cc2F)[nH]c2ccc(Br)c(Cl)c12	1	28
O=C(NCc1cccc2ccccc12)Nc1ccccc1NC(=O)c1ccccn1	-2	-7
CCN(CC)c1cc(CNC(=O)Nc2cccc(OC)c2)ccn1	1	0
COC(=O)c1sccc1-c1ccc(-c2ccn[nH]2)o1	-8&5	nt
Cn1c(=O)c2cc(C(=O)NCc3ccc(F)cc3Cl)nn2c2ccccc21	-2	-9
CCSc1nnc(-c2nn(C)c3c2CN(C(=O)COC)CC3)n1C	1	-11
COc1cc(S(=O)(=O)NC2CC(C)(C)NC(C)(C)C2)ccc1F	-6	-12
O=C(c1ccccc1)N1CCC(CCOc2ccccc2F)CC1	-2	11
CCCCN(C)C(=O)c1noc2c1CCc1ccc(OC)cc1-2	-5	-4
c1cc(-c2ccncc2)ccn1	-8&9	-4
CCCNC(=O)c1cc(-c2ccc(OC)c(OC)c2)on1	-6	2
COc1ccc(OC)c(NC(=O)C2CCCNC2=O)c1 (configuration not stated)	-3	1
O=C(Nc1nc2ccccc2s1)C1CC(=O)N(c2ccc(Br)cc2)C1 (configuration not stated)	1	60*
O=C(NNC(=S)NCc1ccccc1)c1cccc([N+](=O)[O-])c1	-41	nt
Cc1c(C2CCN(C(=O)Cc3cccc(F)c3)CC2)noc1N	-2	0
COc1ccc(C(=O)N2CCN(c3ccc([N+](=O)[O-])c(N4CCc5ccccc5C4)c3)CC2)cc1	6	23

The list goes on:
SMILES	Pf apPOL block	mHTT CaM bind
N#Cc1cnc2ccccc2c1N1CCC(C(=O)N2CCOCC2)CC1	-2	-9
O=C1C(=O)N(c2cccnc2)C(c2ccc([N+](=O)[O-])cc2)C1=C(O)c1ccccc1 (configuration not stated)	-4	4
CSc1nnc(-c2nn(C)c3c2CN(C(=O)C(C)(C)C)CC3)n1C	1	0
CCCN1C(=O)c2ccc(C(=O)NC3CCCCC3)cc2C1=O	-2	0
COc1cccc(C(=O)N2CCC(c3nnc(C(F)(F)F)o3)CC2)c1OC	6	-8
COc1ccccc1C(=O)N1CCN(c2cc(Cl)ccc2OC)C(=O)C1C (configuration not stated)	-1	1
O=C(c1c(F)cccc1F)N1CCCCCC1	-3	-5
Cc1ccc(C)c(NC(=O)c2ccc(S(=O)(=O)N3CCCC3)cc2)c1	-9	4
Cc1ccc(C(=O)Nc2ccc(Br)c3cccnc23)cc1	4	-5
Cn1c(CN2CCN(C(=O)c3cccs3)CC2)nc2ccccc21	-1	-4
Cn1cc(-c2nc(C(=O)NCc3ccc(F)cc3Cl)cs2)c2cccnc21	-4	2
Cc1cc(C)n(-c2ccc(F)cc2)c(=O)c1C(=O)O	-8	-8
Fc1ccc(-c2cc3n(n2)CCCN(Cc2cccc(F)c2)C3)cc1	-5	92*
CCOc1ccc(C(=O)Nc2ccc(NC(=O)CC)cc2)cc1[N+](=O)[O-]	-6	0
COc1cc(C2=N/C(=C\C=C\c3ccccc3)C(=O)O2)cc(OC)c1OC	1	61*
Cc1ccc(N2CN(CC#N)S(=O)(=O)c3cccnc32)cc1	-5	-23
CCOc1ccc(CNC(=O)C2c3ccccc3CCN2C(=O)CC)cc1 (configuration not stated)	-4	-3
CCCN1C(=O)C(C)(C)COc2cc(NC(=O)CCS(=O)(=O)c3ccccc3)ccc21	-8	4
CCOc1ccc(CNS(=O)(=O)c2ccc3[nH]c(=O)sc3c2)cc1OC	0	0
CCCCCCCC/C=C\CCCCCCCC(=O)NCCc1ccc(O)c(O)c1	2	nt
Cc1ccc(-c2ccc(C(=O)NCC(C)C)cn2)cc1	-6	-9
COc1ccc(-c2cc(C(=O)N3CCCC3c3ccccc3F)on2)cc1 (configuration not stated)	-2	-4
Cc1ccc(F)cc1NC(=O)C1CN(S(C)(=O)=O)CC12CCCCC2 (configuration not stated)	3	4
O=C(CSc1nc2ccsc2c(=O)n1Cc1ccc(F)cc1)NC1CCCCC1	10	3
CCC1CN2C=NC(N3CCN(C(=O)c4ccc5c(c4)OCO5)CC3)=CC2=N1 (configuration not stated)	0	14

Arranged by formula weight (smallest number first): part of the list above
SMILES	Pf apPOL block	mHTT CaM bind
Cc1cc(C)n(-c2ccc(F)cc2)c(=O)c1C(=O)O	-8	-8
CCCN1C(=O)c2ccc(C(=O)NC3CCCCC3)cc2C1=O	-2	0
CCOc1ccc(CNS(=O)(=O)c2ccc3[nH]c(=O)sc3c2)cc1OC	0	0

Going on with the list.
SMILES	Pf apPOL block	mHTT CaM bind
O=C(COc1ccc(Cl)cc1Cl)Nc1ccc(C(=O)O)cc1	-8	-6
O=C(Nc1ccccc1Cl)c1cccc(F)c1	-2	-13
COc1ccc(-n2nc(C(=O)N3CCCCC3C)c3ccccc3c2=O)cc1 (configuration not stated)	-10	4
CC(C)Oc1ccccc1C1NC(C(=O)O)CS1 (configuration not stated)	-4	35
CC1CN(C(=O)Cc2ccc(F)cc2)CC1c1nc(-c2cccnc2)no1 (configuration not stated)	-3	3
CC(C)c1ccc(C2CC(c3ccc(I)cc3)Nc3nnnn32)cc1 (configuration not stated)	-2	9
O=C(Nc1cccc(F)c1)N1CCc2nc(-c3ccccc3)ncc2C1	-6	-8
COc1cccc(C(=O)NC(NC(=O)c2cccc(OC)c2)c2ccc3c(c2)OCO3)c1	-5	-13
O=C(CN1CCC2(CC1)N=C(c1cccc(F)c1)C(=O)N2)Nc1ccc(F)c(Cl)c1	6	9
NC(=O)CSc1nnc(Cn2ccc(=O)[nH]c2=O)o1	-1	-15
COc1ccc(C(=O)NC2CC(=O)N(Cc3ccccc3)C2)c(OC)c1 (configuration not stated)	-5	-10
Cc1ccn2cc(C(=O)NCc3ccccc3)nc2c1	-2	-8
Cc1ccc(N2CCN(C(=O)c3cccc(F)c3)C(C)C2=O)cc1F (configuration not stated)	1	-6
CSc1ccc(C2CC(=O)Nc3c2c(C)nn3-c2nc3ccccc3s2)cc1 (configuration not stated)	-3	-4
Cc1ccccc1NC(=O)Cn1cnc2c(c1=O)CCCC2	0	-10
Cc1cc(-c2nnn(CCCOC(C)(C)C)c2C)ccc1-c1cn(CCCOC(C)(C)C)nn1	1	-3
Cc1[nH]n(C)c(=O)c1N=Nc1ccc2c(c1)COCO2	-12	nt
COc1ccc(NC(=O)CN(C)S(=O)(=O)c2ccc(Br)s2)cc1OC	-3	5
O=C(NCc1cscn1)C1CCN(S(=O)(=O)c2cccc(C(F)(F)F)c2)CC1	-6	-8
O=C1c2ccc(Br)cc2C(=O)N1CNc1ccc2c(c1)oc1ccccc12	-129	8
COc1ccc(-c2ncc3c(n2)CCN(C(=O)c2ccc(OC)c(F)c2)C3)cc1	-4	1
Cc1cccc(C(=O)Nc2ccc(C)cc2NC(=O)c2cccc(C)c2)c1	-1	2
CS(=O)(=O)Nc1ccc(C2(C(=O)NCc3ccccc3)CCCCC2)cc1	11	-4
COc1ccc(Cl)cc1N1C(=O)C2CCCN2C1c1ccccc1 (configuration not stated)	-5	-3

Compound activity: PubChem BioAssay, University of Kansas High Throughput Screening Laboratory

These rows are one share of the data; rates above refer to the full screens.
